uPA generation = inhibitors of cell surface uPA generation; cell surface uPA generation assay, qHTS; Potency, µM (doses to about 38.3 µM), without a hit: at the highest dose activity change, negative = inhibition, most hits filed as inhibitors; hit rate 0.31% among 330,000; active = well fitted inhibition curve with a large enough effect; inconclusive = small, poorly fitted or top-dose-only effect; inactive = no such curve, though single readings can be large or run the other way; tested in mouse RAW 264.7 cells; note: potency is the fitted concentration of half-maximal effect; nearly all actives have a fitted effect of over 55% in size
GALK inh = blocks human galactokinase activity. Purified GALK, Kinase-Glo residual ATP luminescence. Potency, µM (doses to about 57.5 µM), for the others: at the top dose activity change, negative = inhibition, hits mostly inhibitors. hit rate 0.007% among 270,000. AID 1868; note: potency is the fitted concentration of half-maximal effect
Target sequence (P51570 whole entry, looked up): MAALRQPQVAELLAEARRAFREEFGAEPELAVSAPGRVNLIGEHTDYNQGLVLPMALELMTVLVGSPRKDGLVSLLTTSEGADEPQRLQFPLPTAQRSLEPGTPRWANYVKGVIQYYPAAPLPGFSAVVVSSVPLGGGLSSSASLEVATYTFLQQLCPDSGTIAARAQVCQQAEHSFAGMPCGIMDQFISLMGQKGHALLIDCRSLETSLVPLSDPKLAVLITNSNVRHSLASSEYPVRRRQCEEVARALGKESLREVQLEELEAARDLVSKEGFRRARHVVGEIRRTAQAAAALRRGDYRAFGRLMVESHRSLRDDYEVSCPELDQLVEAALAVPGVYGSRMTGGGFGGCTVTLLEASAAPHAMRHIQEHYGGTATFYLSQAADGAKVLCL
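Quantitative HTS: GALK 5 nM, ATP 35 uM, galactose 100 uM, 1 h room temperature, then luciferase-based ATP detection.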
B2AR arrestin = beta2AR (human) beta-arrestin recruitment activity; hit rate 0.02% among 330,000; beta-arrestin recruitment to beta2AR, cell-based reporter; Potency, µM (top dose mostly 46.1 µM), for inactives: at the top dose activation, most hits filed as activators; P07550; AID 492947;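 note: potency is the fitted concentration of half-maximal effect; 0% = DMSO controls and full agonism = EC100 isoproterenol or metaproterenol; nearly all actives have a fitted effect of over 65% in size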
Eya2 inh = blocks the phosphatase activity of human Eya2; hit rate 0.006% among 330,000; Potency, µM (top dose mostly 76.9 µM), without a hit: at the top dose activity, negative = inhibition, most hits filed as inhibitors; O00167; recombinant Eya2, OMFP fluorescence dephosphorylation (OMFP is methylfluorescein phosphate); note: potency is the fitted concentration of half-maximal effect
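Eya2 protein (added as 0.2 uM solution) was preincubated with compound for 10 min at ambient temperature in 50 mM HEPES pH 7.5, 50 mM NaCl, 5 uM MgCl2, 0.05% BSA, 1 mM DTT. OMFP (added at 50 uM) then reacted 10 min; fluorescence read at 485/525 nm.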
KCNH2 WT inh = blocks the wildtype human KCNH2 potassium channel. Q12809. U2OS, BacMam KCNH2, thallium flux FluxOr; hits give low values. activity change, % at 1.84 µM. hit rate 0.37% among 340,000. AID 720551;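 active = maximum activity change below -70%; inconclusive = maximum activity change between -70% and -50%; inactive = maximum activity change above -50%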
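U2OS cells transduced with wild-type KCNH2 virus are loaded with FluxOr dye for 45 min, and thallium flux is measured in kinetic reads before and after stimulation buffer. Rate constants are normalized to DMSO controls.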
FBPA coupling cs = coupling enzyme interference in Giardia aldolase counter-screen; hit rate 0.67% among 290,000; coupling enzyme system counterscreen, AmpLite Red fluorescence; activity change, negative = inhibition, % at 58.2 µM, hits read low; AID 2472; in the data active = activity change below about -30%
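Counterscreen of the coupled detection system alone, without aldolase: glyceraldehyde-3-phosphate coupling enzymes plus AmpLite Red readout. Compounds at 57.5 uM final, 10 min RT preincubation, 20 min RT reaction, fluorescence 525/598 nm.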
USP2a inh = USP2a (human) protease inhibition; O75604; USP2 core, Ub-CHOP2 coupled fluorogenic reporter, 485/531; Potency, µM (doses to about 38.3 µM), for the others: top-dose activity change, negative = inhibition, most hits filed as inhibitors; hit rate 0.01% among 330,000; AID 463254;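 note: potency is the fitted concentration of half-maximal effect; plate controls were DMSO wells for no effect and full inhibition by NEM control for full effect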
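Cell-free coupled assay: 10nM USP2 core preincubated 30min RT with compound in Tris-HCl pH 8.0/CaCl2/CHAPS buffer, then 25nM Ub-CHOP2 and 25nM reporter substrate; fluorescence (Ex 485/Em 531) read after 60min RT, normalized to NEM inhibition, concentration-response curves fitted.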
PKM2 act = increases activity of human pyruvate kinase M2 | P14618 | purified PKM2, Kinase-Glo ATP luminescence, activation; response scale: 0% is enzyme alone, no compound | Potency, µM (highest dose often 57.5 µM), without a hit: top-dose activation, hits mostly activators | hit rate 0.34% among 260,000 | AID 1631; note: potency is the fitted concentration of half-maximal effect; nearly all actives have a fitted effect of over 55% in size
Target sequence (P14618 whole entry, looked up): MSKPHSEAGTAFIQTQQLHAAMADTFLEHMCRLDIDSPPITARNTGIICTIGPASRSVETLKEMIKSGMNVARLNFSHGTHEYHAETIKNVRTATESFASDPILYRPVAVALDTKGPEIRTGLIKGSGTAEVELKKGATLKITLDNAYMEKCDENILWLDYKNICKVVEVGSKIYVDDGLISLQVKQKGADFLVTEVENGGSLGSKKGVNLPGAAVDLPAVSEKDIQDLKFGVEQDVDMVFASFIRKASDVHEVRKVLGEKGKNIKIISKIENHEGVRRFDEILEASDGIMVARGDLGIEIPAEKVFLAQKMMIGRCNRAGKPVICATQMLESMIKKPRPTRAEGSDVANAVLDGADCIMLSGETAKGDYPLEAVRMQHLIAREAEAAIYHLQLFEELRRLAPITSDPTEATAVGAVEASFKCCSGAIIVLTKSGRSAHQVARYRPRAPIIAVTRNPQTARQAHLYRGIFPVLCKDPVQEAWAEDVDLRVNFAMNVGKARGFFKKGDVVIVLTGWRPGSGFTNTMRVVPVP
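Purified hPK-M2 (>95%) run at intermediate activity with 0.1 mM ADP and 0.5 mM PEP in 50 mM imidazole pH 7.2, KCl, MgCl2; 1 h room temperature. ATP formed read by Kinase-Glo luminescence; normalized to uninhibited and no-enzyme controls.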
KCNH2 3.1 block = inhibitors of human KCNH2 3.1 potassium channel isoform. U2OS KCNH2 3.1, thallium flux FluxOr; hits give low values. hit rate 0.95% among 340,000. AID 720553. activity change, % (tested at about 1.8 µM);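 active = maximum activity change below -70%; inconclusive = maximum activity change from -70% to -50%; inactive = maximum activity change above -50%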;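 note: thallium influx rate constant from kinetic fluorescence after stimulation buffer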
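Normalized rate constant (relative to positive and negative DMSO controls) derived from a 2 min kinetic fluorescence read after stimulation; U2OS cells expressing the 3.1 isoform via virus at 1.77 x 10^8 /mL.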
BCR signal inh = blocks chronic active B-cell receptor signaling. ABC-DLBCL IkBa-CBG/CBR reporter, luminescence ratio, 4 h. Potency, µM (doses to about 46.1 µM), inactives show at the highest dose ratio change, negative = lower green/red ratio, hits mostly inhibitors. hit rate 0.05% among 340,000. AID 493014; active = well fitted inhibition curve with a large enough effect in the signal ratio, with a control signal flat, not every such curve was filed as active; inconclusive = small, poorly fitted or top-dose-only effect, or effect the other way, or a change in a side signal; the % refers to the signal ratio;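 note: potency is the fitted concentration of half-maximal effect; plate controls were basal doxycycline-induced cells for no effect and cells given 10 µM MG132 for full effect; MG132 reads +100%, hits lower the ratio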
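TMD8 human ABC-DLBCL cells with doxycycline-inducible IκBα–green luciferase fusion and unfused red luciferase, in 0.5% FBS medium; compounds up to 46 uM, 4 h at 37C. Green/red luminescence ratio, filter-overlap corrected, fitted to concentration-response curves.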
Giardia kill = kills Giardia lamblia | Giardia lamblia trophozoite viability | activity change, % at 7.66 µM, hits read low | hit rate 0.15% among 340,000; in the data active = activity change below about -80%; inconclusive = between about -30% and that limit;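 note: parasites exposed to compound for two days anaerobically before the ATP read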
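Killing of trophozoites was scored by loss of ATP luminescence after a 48 hrs anaerobic exposure to compounds at 37 deg C, using 100 cells per well.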
The depositor's hits bear a star; ? = inconclusive; nt = no result given; & = joins results of further samples; [ ] = another dose, or the depositor's remark. Unless noted, calls come from the whole dose curve; as a rule, active = well fitted curve in the direction sought with a large enough effect; inconclusive = small, poorly fitted or top-dose-only effect, or another doubt; inactive = no such curve, though single readings can be large; an effect the other way counts as inactive or inconclusive. Unless noted, % is set by controls: 0 for no effect and ±100 for the full control effect. Outcome played no part in choosing rows; 2.4% or so of the library scored in one or more.

#	mol	uPA generation	GALK inh	B2AR arrestin	Eya2 inh	KCNH2 WT inh	FBPA coupling cs	USP2a inh	PKM2 act	KCNH2 3.1 block	BCR signal inh	Giardia kill
1	COc1cc(OC)cc(C(=O)NCC(=O)Nc2ccc(C)c(Cl)c2)c1	6%	0%	0.3%	-4%	-1	-1	-8%	nt	9	-6%	-1
2	O=C(O)CCC(=O)N1N=C(c2ccccc2)CC1c1cccs1 (stereo unspecified)	-1%	-1%	0.5%	-13%	-4	19	-6%	-6%	4	13%	1
3	Brc1cccc(-c2nc(-c3ccncc3)no2)c1	-1%	2%	0.9%	28%[15.4 µM]	0	5	1%	-12%	-10	8%	4
4	COc1ccc(S(=O)(=O)N(CC(=O)N2CCN(c3ccccc3OC)CC2)c2ccccc2)cc1	-10%	0%	-0.9%	-11%	1	5	-5%	0%	13	-3%	-5
5	CS(=O)(=O)c1ccc2nc(NC(=O)C3CC(=O)N(c4ccc(F)cc4)C3)sc2c1 (stereo unspecified)	-7%	-1%	-0.3%	-9%	12	2	-1%	nt	-12	-7%	6
6	O=C(COC(=O)CCNS(=O)(=O)c1ccc(Cl)cc1)Nc1ccccc1OC(F)F	14%	nt	-0.4%	22%	-8	nt	-4%	nt	2	6%	9
7	COc1ccc(OC)c(NC(=O)COC(=O)C2CCC2)c1	0%	nt	-0.3%	-4%	0	nt	1%	nt	24	3%	-1
8	CC(C)c1c(C(=O)N/N=C/c2ccc(-c3ccccc3)cc2)nnn1-c1nonc1N	10%	3%	-1.0%	-1%	-24	nt	0%	nt	-2	-7%	?
9	COc1ccc(N2CCN(CCNC(=O)c3ccc4c(c3)[nH]c(=S)n3c5ccccc5nc43)CC2)cc1	-1%	-2%	-0.8%	-1%	6	-2	3%	-3%	16	?	13
10	O=C(Cn1cnc([N+](=O)[O-])n1)NCCc1ccccc1	2%	0%	-0.6%	4%	-7	1	12%	-15%	-2	?	-13
11	CCOC(=O)c1sc2nc(CC(=O)OC)nc(NCc3ccc(Cl)cc3)c2c1C	nt	0%	0.4%	3%	5	-6	3%	3%	6	-9%	2
12	Cn1ccs/c1=N\S(=O)(=O)c1ccc(F)cc1	2%	-1%	-0.1%	12%	9	18	2%	-20%	18	?	-20
13	CCc1cc2c(SCC(=O)N3CCCC3=O)ncnc2s1	1%	nt	0.1%	2%	-13	nt	1%	nt	7	3%	-11
14	O=C(CN1C(=O)c2cccnc2Oc2ccc(Cl)cc21)N1CCCC1	2%	-1%	-1.1%	5%	3	nt	1%	nt	-21	3%	1
15	COc1ccc2oc(=O)c(C(=O)N3CCN(C(=O)c4ccccc4)CC3)cc2c1	-2%	-2%	0.5%	11%	8	0	-2%	nt	0	-4%	-11
16	COc1ccc(CCNC(=O)C2CCC(=O)N(CC3CCCCC3)C2)cc1 (stereo unspecified)	18%	6%	0.3%	14%	12	3	-1%	1%	7	?	8
17	O=C(Cn1cnnn1)Nc1cccc([N+](=O)[O-])c1	2%	0%	0.0%	7%	6	2	0%	0%	-5	-13%	0
18	COCCNC(=O)C(c1c[nH]c2ccccc12)N(C(=O)c1snc(C(N)=O)c1N)c1cccc(OC)c1 (stereo unspecified)	51%[activator]	10%	0.9%	-4%	nt	1	0%	nt	11	-13%	15
19	CCN(CC)S(=O)(=O)c1ccc(C(=O)NCC2CCCCC2)cc1	-1%	1%	0.0%	-25%	-3	0	2%	-2%	11	1%	25
20	COc1cc(S(=O)(=O)Nc2ccccc2)ccc1NC=O	nt	2%	-0.3%	6%	-16	1	7%	-1%	11	-3%	10
21	Cc1c(NC(=O)CN(c2ccc(F)cc2)S(=O)(=O)c2ccccc2)c(=O)n(-c2ccccc2)n1C	1%	-7%	-0.2%	3%	-2	nt	0%	19%	7	2%	-3
22	CCOc1ccc(CCNc2nc3ccccc3n3cnnc23)cc1OCC	2%	-1%	0.5%	4%	-13	0	2%	8%	-1	-3%	11
23	CNc1oc(-c2cccs2)nc1C#N	1%	-3%	-0.2%	-12%	9	0	0%	0%	17	4%	-22
24	CN(C)C(=O)c1coc2nc3ccccc3nc12	-11%	-5%	-0.5%	12%	-6	0	10%	0%	-12	?	-1
25	Cc1cc(C(=O)N/N=C/c2sc(N3CCOCC3)nc2-c2ccccc2)c(C)o1	6%	-2%	0.0%	-11%	-7	-11	1%	7%	12	?	25

In a second layout: entries from further up
13) CCc1cc2c(SCC(=O)N3CCCC3=O)ncnc2s1
  uPA generation: 1%	GALK inh: nt	B2AR arrestin: 0.1%	Eya2 inh: 2%	KCNH2 WT inh: -13	FBPA coupling cs: nt	USP2a inh: 1%	PKM2 act: nt	KCNH2 3.1 block: 7	BCR signal inh: 3%	Giardia kill: -11

14) O=C(CN1C(=O)c2cccnc2Oc2ccc(Cl)cc21)N1CCCC1
  uPA generation: 2%	GALK inh: -1%	B2AR arrestin: -1.1%	Eya2 inh: 5%	KCNH2 WT inh: 3	FBPA coupling cs: nt	USP2a inh: 1%	PKM2 act: nt	KCNH2 3.1 block: -21	BCR signal inh: 3%	Giardia kill: 1

20) COc1cc(S(=O)(=O)Nc2ccccc2)ccc1NC=O
  uPA generation: nt	GALK inh: 2%	B2AR arrestin: -0.3%	Eya2 inh: 6%	KCNH2 WT inh: -16	FBPA coupling cs: 1	USP2a inh: 7%	PKM2 act: -1%	KCNH2 3.1 block: 11	BCR signal inh: -3%	Giardia kill: 10

Next section.
#	mol	uPA generation	GALK inh	B2AR arrestin	Eya2 inh	KCNH2 WT inh	FBPA coupling cs	USP2a inh	PKM2 act	KCNH2 3.1 block	BCR signal inh	Giardia kill
26	CC(CN1CCOCC1)OC(=O)Cc1ccc(Cl)cc1 (stereo unspecified)	-1%	2%	-0.1%	-7%	-9	-2	3%	-8%	-5	8%	-1
27	C=CCSc1nc2c(c(=O)[nH]c(=O)n2C)n1Cc1ccccc1	-1%	nt	0.4%	11%	-17	0	2%	3%	-3	8%	25
28	Cc1ccc(-c2csc3n[nH]c(=S)n23)cc1	8%	0%	0.0%	-5%	0	0	1%	-56%	2	1%	43&1[activator]
29	O=C(CNC(=O)c1cccs1)NCC(=O)OCc1ccccc1Cl	3%	3%	0.2%	5%	-7	6	1%	-13%	-1	15%	3
30	CC(=O)c1c[nH]c(C(=O)Nc2ccc(N3CCCCCC3)cc2)c1	-4%	nt	-0.6%	3%	-19	nt	1%	nt	1	?	-2
31	O=C(O)CCC(=O)Nc1cccc(-c2csc(-c3ccccc3)n2)c1	-6%	-2%	0.0%	1%	-18	9	-2%	1%	-1	?	-4
32	C=C1c2ccccc2NC(=O)N1c1ccc(C)cc1	-5%	-2%	0.1%	-37%	-5	-4	2%	-2%	-15	?	3
33	CCN(CC(=O)NCc1ccc(F)cc1)CC(=O)Nc1cc(S(=O)(=O)N(C)C)ccc1C	1%	nt	2.5%	2%	14	nt	4%	nt	-34	-1%	-4
34	CC(C)CCn1nc(C(=O)OC(C)C(=O)NC(N)=O)c2ccccc2c1=O (stereo unspecified)	0%	8%	-0.4%	1%	2	4	3%	-3%	9	?	-6
35	CCN1CCN(CC(=O)Nc2ccc(Cl)c(Cl)c2)C(=O)C1=O	2%	1%	0.0%	9%	3	2	4%	-15%	-9	1%	1
36	COc1ccccc1CN(C)CC(=O)Nc1cccc(S(=O)(=O)N2CCCCC2)c1	?	nt	0.0%	15%	-4	nt	-1%	nt	6	1%	33[activator]
37	COc1cccc(CNC(=O)CCC(=O)n2ncc3cc(C)ccc32)c1OC	-3%	nt	-0.7%	3%	-3	2	0%	1%	8	?	-5
38	Cc1nc(N2CCCCC2)c(C#N)c(C)c1[N+](=O)[O-]	-2%	-1%	0.1%	7%	nt	10	-1%	0%	1	1%	14
39	NS(=O)(=O)c1ccc(CCNC(=O)c2cc(-c3ccco3)nc3ccccc23)cc1	-8%	nt	0.1%	-10%	-3	nt	0%	nt	-17	2%	8
40	CC(=O)c1cccc(NC(=O)CSC(=O)c2ccccc2)c1	5%	3%	-0.2%	3%	-3	-1	1%	4%	-3	?	13
41	Cc1[nH]c2ccccc2c1C(=O)CSc1nc2ccccc2c(=O)n1-c1ccccc1F	nt	0%	0.0%	-14%	nt	1	6%	2%	nt	?	nt
42	CN(c1ccccc1)S(=O)(=O)c1cccc(NC(=O)c2ccc3ncsc3c2)c1	-8%	0%	-0.2%	9%	-11	1	-7%	0%	-1	?	-1
43	Cc1ccc(NCCC#N)cc1C	-8%	-1%	-0.3%	3%	-4	-2	4%	-1%	0	0%	5
44	Cc1cc(NC(=O)CSc2nc(N)c(NC(=O)c3ccc(F)c(F)c3)c(=O)[nH]2)no1	2%	-4%	-0.3%	-21%	4	nt	-2%	nt	nt	-8%	4
